Screening results: PubChem, National Center for Advancing Translational Sciences (NCATS)
FEN1 inh: qHTS Assay for the Inhibitors of Human Flap endonuclease 1 (FEN1) | P39748 | 0.35% of 390,000 active | AID 588795, 2011 | Potency, µM (titrated, usually from 114 µM), inactives show top-dose activity change, negative = inhibition, most hits filed as inhibitors | Recombinant FEN1 flap cleavage, fluorescence, 15 min; further: nearly all actives have a fitted effect of over 65% in size
Target sequence (P39748 whole entry, looked up): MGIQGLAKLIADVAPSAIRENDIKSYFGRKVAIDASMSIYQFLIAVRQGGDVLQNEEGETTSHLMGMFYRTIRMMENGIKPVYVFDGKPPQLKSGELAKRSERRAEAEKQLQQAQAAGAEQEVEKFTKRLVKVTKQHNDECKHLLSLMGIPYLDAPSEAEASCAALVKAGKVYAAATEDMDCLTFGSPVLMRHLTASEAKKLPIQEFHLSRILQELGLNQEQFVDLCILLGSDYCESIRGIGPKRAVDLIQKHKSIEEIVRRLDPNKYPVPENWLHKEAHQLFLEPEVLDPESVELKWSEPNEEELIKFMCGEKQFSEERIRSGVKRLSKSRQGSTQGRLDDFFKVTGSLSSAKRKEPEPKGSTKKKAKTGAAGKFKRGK
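Recombinant FEN1 (10 nM) was preincubated with pin-transferred compounds for 15 min at room temperature, then flap DNA substrate (50 nM final) was added. Plates were read at 0 and 15 min, and normalized concentration–response data were fitted to a four-parameter Hill equation.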
N370S GC: qHTS Assay for Inhibitors and Activators of N370S glucocerebrosidase as a Potential Chaperone Treatment of Gaucher Disease; Lysosomal acid glucosylceramidase (Homo sapiens), P04062; N370S GC spleen homogenate, 4MU-glucoside fluorescence; Potency, µM (series often up to 59.4 µM), inactives show at the top dose activity change, negative = inhibition, actives largely listed as inhibitors; 0.092% of 330,000 active; AID 2101, 2009;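 further: 0% = full enzyme activity and -100% = no enzyme basal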
DT40 TDP1 CPT: qHTS for Inhibitors of human tyrosyl-DNA phosphodiesterase 1 (TDP1): qHTS in cells in presence of CPT | AID 686979, 2013 | Potency, µM (series often up to 46.2 µM), without a hit: top-dose activity change, negative = growth inhibition, most hits filed as inhibitors | 12% of 420,000 active | chicken DT40 Tdp1-/-;hTDP1 cells + 20 nM CPT, ATP luminescence, 48 h; further: nearly all actives have a fitted effect of over 55% in size
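Chicken DT40 Tdp1-/- cells stably complemented with human TDP1 were seeded at 400 cells/well in medium containing 20 nM camptothecin, exposed to pin-transferred compounds, and grown at 37 °C for at least 48 hr. Viability was read as ATP luminescence.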
The depositor's hits bear a star; ? = inconclusive; nt = no result given; & = joins results of further samples. The call rests on the fitted dose curve; in most records, active means well fitted curve in the direction sought with a large enough effect; inconclusive means small, poorly fitted or top-dose-only effect, or another doubt; inactive means no such curve, though single readings can be large; an effect the other way counts as inactive or inconclusive. Unless noted, on the % scale 0 is the no-effect control and ±100 the full control effect; potency means the concentration at half of the fitted maximal effect.

No. | Molecule | N370S GC | DT40 TDP1 CPT | FEN1 inh
1 | COc1ccccc1-c1cc(C(=O)NCc2ccc(F)cc2)no1 | 6.1% | -19.8% | -19.5%
2 | CNC(=S)N/N=C/c1ccc(N(C)C)cc1 | 9.2% | 5.1% | -1.6%
3 | Cc1c(NC(=O)c2ccc(S(=O)(=O)N(C)C)cc2)cccc1-n1cnnn1 | nt | -29.2% | 7.4%
4 | COC(=O)CNC(=O)C12CC3(C)CC(C)(CC(C)(C3)C1)C2 | -2.8% | ? | 4.4%
5 | Cc1cccc(CCNS(=O)(=O)c2cnc[nH]2)c1 | -2.4% | -6.5% | 6.3%
6 | CC(C)c1onc(C(=O)N2CCN(c3ccc(F)cc3)CC2)c1[N+](=O)[O-] | 4.9% | 1.9% | -1.0%
7 | CC(=O)Nc1ccc2c(c1)CCCN2C(=O)c1ccccc1 | -5.4% | -4.1% | -2.6%
8 | N#CC1=C(N)Oc2cc3ccccc3cc2C1c1cccnc1 (stereo unspecified) | -20.4% | 8.2µM* | -9.6%
9 | COc1cccc(CNC(=O)CCCC(=O)Nc2cccc([N+](=O)[O-])c2)c1 | -4.3% | -19.6% | 4.2%
10 | CC(C)Oc1cccc(C(=O)NC(=S)Nc2ccccc2)c1 | 8.8% | ? | -21.5%
11 | COC(=O)CSc1nc(C2CC2)nc2ccccc12 | -15.3% | -15.9% | -5.6%
12 | CCN(C1CCCCC1)S(=O)(=O)c1cc(C)ccc1OC | 3.0% | ? | 0.1%
13 | COc1ccc(C2C3C=CCC(c4cccc(-c5ccc(N(C)C)cc5)c4)C3C(=O)N2Cc2ccccc2)cc1Cl (stereo unspecified) | -3.1% | nt | -8.5%
14 | N#C/C(=C/c1ccc(Sc2nc3ccccc3[nH]2)o1)c1ccccc1F | -7.0% | 20.6µM* | -18.4%
15 | Cc1cccc(C)c1Nc1ncnc2ccccc12 | -16.5% | -21.9% | 18.6%
16 | C=C(C)Cn1c(SCC(=O)O)nnc1-c1ccc(OC)cc1 | 7.8% | -1.0% | -3.2%
17 | CCN(CC)C(=O)Cn1cc(C(=O)C(=O)NCCc2ccc(S(N)(=O)=O)cc2)c2ccccc21 | -0.3% | 0.7% | 16.6%
18 | CC(=O)C1=C(O)C(=O)N(CCc2c[nH]c3ccccc23)C1c1ccc(C)cc1 (stereo unspecified) | 10.2% | -10.5% | -2.0%
19 | CCC1=NN(C(=O)c2ccc(Br)cc2)C(O)(c2ccccc2)C1 (stereo unspecified) | 3.8% | 5.8µM* | -16.6%
20 | Cc1nc2ccc(NC(=O)c3c(-c4ccccc4)noc3C)cc2s1 | 3.0% | -10.2% | -5.8%

A different layout for part of the listing above.
16	C=C(C)Cn1c(SCC(=O)O)nnc1-c1ccc(OC)cc1
2	CNC(=S)N/N=C/c1ccc(N(C)C)cc1

entry no.	16	2
N370S GC	7.8%	9.2%
DT40 TDP1 CPT	-1.0%	5.1%
FEN1 inh	-3.2%	-1.6%

(more compounds)
No. | Molecule | N370S GC | DT40 TDP1 CPT | FEN1 inh
21 | COc1ccc(Cl)cc1NC(=O)CSc1nc(-c2cccs2)cc(C(F)(F)F)n1 | nt | 23.1µM* | -25.1%
22 | CCC(C)c1ccccc1NC(=O)COC(=O)CCc1cc(OC)c(OC)c(OC)c1 (stereo unspecified) | 1.1% | 9.2% | 3.2%
23 | C=CCn1c(=S)[nH]c2cc(C(=O)NCCc3ccc(S(N)(=O)=O)cc3)ccc2c1=O | nt | 4.3% | -7.3%
24 | Cn1ncc(=S)[nH]c1=S | nt | ? | -3.2%
25 | CCOc1cccc(C(=O)Nc2ccc(N3CCN(S(C)(=O)=O)CC3)cc2)c1 | 0.7% | -9.5% | -0.3%
26 | O=C(Nc1ccc(Oc2ccccc2)nc1)C1CCN(Cc2ccco2)CC1 | -12.9% | -16.2% | -10.7%
27 | Cn1c(SCc2ccc(Br)cc2)nc2ccccc2c1=O | -2.7% | ? | -7.3%
28 | CN(C)c1ccc(C(=O)c2ccc(O)cc2O)cc1 | 1.1% | ? | -0.6%
29 | CCCCNc1cccc2c1S(=O)(=O)N(CCCC)CC(COCc1ccccc1)O2 (stereo unspecified) | nt | ? | -19.8%
30 | CCc1nc2nc(C)c(NS(=O)(=O)c3ccc4c(c3)CCCC4)c(=O)n2[nH]1 | -5.0% | -0.6% | -0.7%
31 | COC(=O)CSc1nc(C)c(C)c(C)c1C(N)=O | 20.2% | 9.8% | 1.5%
32 | CSCCC(NC(=O)c1ccc(C(C)(C)C)cc1)C(=O)O (stereo unspecified) | -1.2% | -1.1% | 2.5%
33 | O=C(C1CCC1)N1CCN(c2ccc(Cl)cc2)CC1 | 6.8% | -7.1% | 3.1%
34 | NC(=O)c1c(NC(=O)COC(=O)CSc2nnc(-c3ccc(Cl)cc3)o2)sc2c1CCC2 | 7.6% | 2.0% | -18.0%
35 | CCCCN(CCCC)S(=O)(=O)c1ccc(C(=O)Nc2nnc(COC)o2)cc1 | -0.6% | 18.4µM* | 1.2%
36 | O=C(CN1C=NS(=O)(=O)c2ccccc21)Nc1ccc(F)cc1 | nt | -2.4% | 2.5%
37 | Cc1ccc2sc(NC(=O)c3ccc4c(c3)OCCO4)nc2c1C | nt | ? | -20.3%
38 | O=C(CCN=C1NS(=O)(=O)c2ccccc21)OCc1nnc(-c2ccccc2)o1 | -29.5% | 14.7% | -4.1%
39 | COc1ccc(C2CC(=O)c3cc(-c4nc(-c5cccc([N+](=O)[O-])c5)cs4)c(=O)n(-c4ccc(OC)cc4)c3C2)cc1 (stereo unspecified) | nt | -2.3% | 0.3%
40 | O=C1CCCN1CCCNc1ccc2nnc(CCC(=O)N3CCN(c4ccc(F)cc4)CC3)n2n1 | -0.8% | -29.6% | -2.7%

No. | Molecule | N370S GC | DT40 TDP1 CPT | FEN1 inh
41 | CCOc1ccccc1C(=O)NCC(=O)Nc1ccc(-c2ccccc2)cc1 | -3.3% | -1.6% | -6.7%
42 | CC(=O)c1cccc(NC(=O)c2ccc(NC(=O)CC3SC(N4CCCCC4)=NC3=O)cc2)c1 (stereo unspecified) | -7.9% | -4.0% | -2.3%
43 | CCN1c2ccc(S(=O)(=O)N3CCOCC3)cc2N(Cc2ccc(OC)cc2)C1C (stereo unspecified) | -5.5% | -23.9% | -14.2%
44 | COc1cccc(CNC(=O)C2CCN(Cc3cnn(-c4ccccc4)c3-n3cccc3)CC2)c1 | -7.3% | ? | -19.5%
45 | Cc1ccc(S(=O)(=O)N2CCC(=O)N(CCOCc3ccc(C(F)(F)F)cc3)CC2)cc1 | 0.5%&5.2% | 4.61µM* | -9.5%
46 | Cc1cc(C)cc(NC(=O)NCc2c(-n3cccc3)sc3c2CCCC3)c1 | nt | -21.6% | 11.0%
47 | Cc1cnc(C(=O)NC2CCSc3ccccc32)cn1 (stereo unspecified) | 2.2% | -3.0% | -1.4%
48 | CC(OC(=O)Cc1n[nH]c(=O)c2ccccc12)C(=O)Nc1ccc(F)cc1Cl (stereo unspecified) | -1.3% | -23.0% | 9.0%
49 | COc1cc2c(c(NC(C)=O)c1)N(C(C)=O)CCC2 | nt | 5.6% | 5.5%
50 | COC(=O)C1=C(C)NC(=O)NC1c1ccc([N+](=O)[O-])o1 (stereo unspecified) | 8.7% | ? | -1.8%
51 | CCOc1ccc(-n2c(C)nnc2SCC(=O)N(CC)CC)cc1 | 25.2% | -6.8% | 9.2%
52 | CCOc1ccc(CNC(=O)Cc2ccc(NC(=O)N3CCCCc4ccccc43)cc2)cc1OC | nt | ? | 12.2%
53 | Cc1ccc(NC(=O)COC(=O)/C=C/c2ccc(Br)o2)cc1S(=O)(=O)N(C)C | -3.8% | -12.5% | -26.3%
54 | N#Cc1nc(/C=C/c2ccc(F)cc2)oc1NC1CCCCC1 | nt | ? | 13.5%
55 | COCCN(C(=O)COC(=O)Cc1ccc(Cl)cc1Cl)c1c(N)n(Cc2ccccc2)c(=O)[nH]c1=O | 0.5% | -0.6% | 5.9%
56 | Cc1ccccc1OCC(=O)NNC(=S)NC(=O)c1ccco1 | 3.5% | 22.4µM* | -0.4%
57 | CC(=O)c1cc(NC(=O)c2cccc(C(F)(F)F)c2)c(=O)oc1/C=C/N(C)C | 3.3% | ? | 5.9%
58 | Cc1cc(OCC(=O)N2CCc3ccccc3C2)c(C)cc1Br | 7.7% | ? | -5.6%
59 | Cn1cccc1C(=O)NC(=O)COC(=O)c1ccc(S(C)(=O)=O)cc1 | nt | ? | 20.1%
60 | COc1ccc(C2CC(C(F)(F)F)n3nc(C(=O)N(C)Cc4cn(C)nc4C)c(Cl)c3N2)cc1 (stereo unspecified) | -2.9% | ? | 3.5%

No. | Molecule | N370S GC | DT40 TDP1 CPT | FEN1 inh
61 | O=C(OCc1nnc(-c2ccccc2)o1)c1ccccc1 | 3.9% | 2.9% | 1.6%
62 | COc1ccc(Oc2cc(Cl)nc(N)n2)cc1 | 0.2% | -8.8% | -0.6%
63 | COc1ccc(C2CC(=O)Nc3sc(=N)c4c(N)c(C#N)c(N)nc4c32)cc1OC (stereo unspecified) | -0.6% | 0.9% | 1.6%
64 | COC(CNC(=O)c1ccc(CS(=O)(=O)c2c(Cl)cccc2Cl)o1)OC | -4.6% | -15.6% | -1.9%
65 | Cc1ccc(CNC(=O)Cn2c([N+](=O)[O-])cnc2C)cc1 | -3.2% | ? | -12.6%
66 | O=C(OCc1ccccc1)c1ccccc1O | 10.6% | 0.9% | -15.0%
67 | COc1cc(/C=N/NC(=O)CCC(=O)Nc2ccc(Br)cc2)ccc1O | -2.3% | 4.7% | 5.2%
68 | CC(NC(=O)C(c1ccccc1)c1ccccc1)c1ccc(S(N)(=O)=O)cc1 (stereo unspecified) | -4.3% | -6.1% | 0.2%
69 | CS(=O)(=O)N1CCN(c2ccc(NC(=O)c3ccccc3)cc2)CC1 | -7.8% | 4.4% | -1.4%
70 | CC(=O)c1ccc(NC(=O)Cn2c(=O)oc3ccccc32)cc1 | -5.5% | -7.8% | -14.6%
71 | COc1ccc(-n2c(=O)c(-c3cn(C)c4ccccc34)nc3cnc(N4CCOCC4)nc32)cc1 | -15.7% | -4.0% | nt
72 | Fc1ccc(Br)cc1/C=N/N1CCN(c2ccccc2)CC1 | -1.6% | -0.3% | -16.2%
73 | CC(Cc1ccccc1)=NNc1ccc([N+](=O)[O-])cc1[N+](=O)[O-] | nt | 16.4µM* | -15.1%
74 | O=C(CSC1CC(=O)N(c2ccc(C(=O)O)cc2)C1=O)Nc1ccc2ccccc2c1 (stereo unspecified) | -16.1% | ? | -2.1%
75 | COc1cc(-c2nnc(SCC(=O)/C(C#N)=C(\C)N)o2)cc(OC)c1OC | nt | ? | -1.0%
76 | CCOc1nc(-c2ccccc2)ccc1-c1noc(-c2cccs2)n1 | -22.5% | 3.5% | 5.9%
77 | O=S(=O)(c1ccc2c(c1)OCCO2)N1CCC(c2nc3ccccc3[nH]2)CC1 | -8.4% | ? | 0.5%
78 | CCNC(=O)C12CCC(C)(c3nc4cc(C)c(C)cc4nc31)C2(C)C (stereo unspecified) | 5.6% | ? | 0.1%
79 | Cc1nc2cc(NC(=O)c3ccco3)ccc2n1C | -4.3% | 0.1% | 12.9%
80 | COc1ccc(Br)c2c1-c1nc(NC(=O)c3ccccc3F)sc1C2 | nt | 20.6µM* | -4.3%
81 | CCOC(=O)c1sc(NC(=O)CSc2nnc(-c3ccco3)o2)c(C(=O)OCC)c1C | 7.4% | -25.3% | -3.3%

Grouped by structure: the entries above containing an aryl thioether with sulfur outside any ring (ten)
No. | Molecule | N370S GC | DT40 TDP1 CPT | FEN1 inh
11 | COC(=O)CSc1nc(C2CC2)nc2ccccc12 | -15.3% | -15.9% | -5.6%
14 | N#C/C(=C/c1ccc(Sc2nc3ccccc3[nH]2)o1)c1ccccc1F | -7.0% | 20.6µM* | -18.4%
16 | C=C(C)Cn1c(SCC(=O)O)nnc1-c1ccc(OC)cc1 | 7.8% | -1.0% | -3.2%
21 | COc1ccc(Cl)cc1NC(=O)CSc1nc(-c2cccs2)cc(C(F)(F)F)n1 | nt | 23.1µM* | -25.1%
27 | Cn1c(SCc2ccc(Br)cc2)nc2ccccc2c1=O | -2.7% | ? | -7.3%
31 | COC(=O)CSc1nc(C)c(C)c(C)c1C(N)=O | 20.2% | 9.8% | 1.5%
34 | NC(=O)c1c(NC(=O)COC(=O)CSc2nnc(-c3ccc(Cl)cc3)o2)sc2c1CCC2 | 7.6% | 2.0% | -18.0%
51 | CCOc1ccc(-n2c(C)nnc2SCC(=O)N(CC)CC)cc1 | 25.2% | -6.8% | 9.2%
75 | COc1cc(-c2nnc(SCC(=O)/C(C#N)=C(\C)N)o2)cc(OC)c1OC | nt | ? | -1.0%
81 | CCOC(=O)c1sc(NC(=O)CSc2nnc(-c3ccco3)o2)c(C(=O)OCC)c1C | 7.4% | -25.3% | -3.3%

Some of the compounds tested; the hit share may differ from the screen's.
